G6PDH counter: counter-screen for G6PDH assay hits: L. mesenteroides G6PDH inhibition; Purified L. mesenteroides G6PDH, diaphorase/resazurin coupled fluorescence, 45 min; inhibition, % at 5 µM; actives 0.12% (n = 200,000); in the data active = inhibition above about 50%
APP 5UTR inh: APP translation inhibition; SH-SY5Y APP 5'UTR-luciferase reporter, luminescence; actives 0.82% (n = 190,000); inhibition, % at 2 µM;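 active = inhibition above a set limit, derived from the sample mean plus 3 SD, cut at about 45% in these data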; also: values of inactives mirror those of a sister screen read the other way
Diaphorase inh: diaphorase inhibition or chemical oxidation counter-screen; diaphorase resazurin-to-resorufin fluorescence, NADH, 16 min; bacterial (C. kluyveri) enzyme, not human; inhibition, % at 20 µM; actives 0.69% (n = 190,000); AID 1217;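 active = primary screen inhibition at 20 µM above a set limit, cut at about 50% in these data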;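 also: plate controls were DMSO with full reaction for no effect and wells lacking NADH for full effect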
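System: Diaphorase enzyme from Clostridium kluyveri | Amount: Enzyme working solution with 0.14 U/mL diaphorase | Benchmarks: No-NADH positive control and DMSO neutral control | Signal: Fluorescence of resorufin formed from resazurin, Ex 544/Em 590 nm | Schedule: 16-min room-temperature incubation before reading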
STAT1 activator: STAT1 signaling activation; NIH 3T3 STAT1-luciferase reporter, IFN-gamma, luminescence; 100% = IFN-gamma alone, no compound; activation (% of control), % at 5.5 µM; actives 2.6% (n = 200,000);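 active = activation above the screen-wide mean activation plus 3 SD, cut at about 130% in these data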;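 also: raw ratio to IFN-gamma control signal so 100% means no change and 0% no light; values of inactives mirror those of a sister screen read the other way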
TLR4 MyD88 comp: inhibitors of human TLR4-MyD88 binding | O00206+Q99836 | actives 0.18% (n = 200,000) | AID 861 | inhibition, % at 8.4 µM | HeLa CL3-4 TLR4/MyD88 BLA complementation, FRET ratio; in the data active = inhibition above about 25%;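 also: 0% = vehicle and 100% = reference inhibitor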
NF-kB neuron act: NF-kB expression increase, human neuronal cells | NF-kB reporter expression; active compounds read high | fold change at 12.5 µM | actives 1.6% (n = 190,000); in the data active = fold change above about 3.3
APP 5'UTR act: APP 5'UTR luciferase reporter activation. SH-SY5Y APP 5'UTR luciferase reporter, luminescence; zero percent = DMSO vehicle wells. activation, % at 2 µM. actives 1% (n = 190,000). AID 1276;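 active = activation above a set limit, based on mean plus 3 SD of controls, cut at about 140% in these data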; also: values of inactives mirror those of a sister screen read the other way
FLuc stim CS: firefly luciferase counter-screen for stimulation assays; 200,000 tested, under 10 active; P08659; activation factor at 10 µM; ATPlite luciferase biochemical, luminescence, 10 min; 0 = ATP-free wells, 1 = DMSO control;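 active = luciferase activation factor, scaled between plate controls, of at least 2 with compound at 10 µM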
Target sequence (P08659 whole entry, looked up): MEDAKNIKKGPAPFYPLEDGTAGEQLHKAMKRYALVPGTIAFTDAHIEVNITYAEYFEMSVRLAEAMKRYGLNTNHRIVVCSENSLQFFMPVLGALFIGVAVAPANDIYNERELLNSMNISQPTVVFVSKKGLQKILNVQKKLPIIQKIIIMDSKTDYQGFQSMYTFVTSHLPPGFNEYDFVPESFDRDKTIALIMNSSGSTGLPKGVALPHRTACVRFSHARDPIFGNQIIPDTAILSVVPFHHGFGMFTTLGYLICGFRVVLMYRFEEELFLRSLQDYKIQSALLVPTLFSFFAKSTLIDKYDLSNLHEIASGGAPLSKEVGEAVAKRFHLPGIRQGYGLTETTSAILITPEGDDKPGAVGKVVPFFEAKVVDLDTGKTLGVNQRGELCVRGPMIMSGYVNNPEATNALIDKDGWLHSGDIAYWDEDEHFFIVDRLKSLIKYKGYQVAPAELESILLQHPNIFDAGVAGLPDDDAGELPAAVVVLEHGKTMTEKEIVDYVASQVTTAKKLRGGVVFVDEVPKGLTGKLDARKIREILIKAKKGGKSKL
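test system = cell-free luciferase reagent | medium = PBS as buffer for the ATP substrate | dosing = test compounds dosed from 2 mM stocks in 100% DMSO | incubation = 10 min at ambient temperature | detection = luminescence measurement of luciferase light output | benchmarks = low control with PBS replacing ATP, high control enzyme plus ATP without compound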
FLuc inhib CS: inhibits firefly luciferase, flagging false hits in luciferase inhibition screens | actives 1.5% (n = 200,000) | P08659 | AID 1006 | ATPLite firefly luciferase biochemical luminescence, 10 min | inhibition, % at 10 µM;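 active = inhibition above about 50% when tested at 10 µM, limit read from the data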
Diaph act CS: diaphorase activation or chemical reduction counter-screen; Diaphorase/resazurin coupled assay, resorufin fluorescence, 16 min; active compounds read high; 1 = vehicle wells, 0 = NADH-free wells; actives 0.005% (n = 190,000); activation factor at 20 µM;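 active = diaphorase activity raised at least twofold by the compound at 20 µM; inactive = activation factor below 2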
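Material: Purified diaphorase enzyme from Clostridium kluyveri | Buffer or medium: 50 mM HEPES pH 7.4 with 4.542 mM MgCl2, 0.005% Tween 20 | Times: 16 min enzyme reaction, ambient temperature | Signal: Red resorufin fluorescence at 544/590 nm excitation/emission | Measure: Increased resorufin signal from activators or reducing compounds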
Starred values were filed as active, the others as inactive; · = no result given. Rows were taken by chance. Share with any hit: about 5.6%.

SMILES	G6PDH counter	APP 5UTR inh	Diaphorase inh	STAT1 activator	TLR4 MyD88 comp	NF-kB neuron act	APP 5'UTR act	FLuc stim CS	FLuc inhib CS	Diaph act CS
Cc1ccc(S(=O)(=O)CC(=O)Nc2ccc(S(=O)(=O)Nc3onc(C)c3C)cc2)cc1	-3	-12	13	102	6	1.9	12	1.1	-7	0.9
CCc1nnc(NC(=O)c2ccc(-c3ccc(Cl)cc3)o2)s1	0	3	0	105	11	1.2	-3	1.1	-6	1
Cc1ccc(C(=O)N2Cc3ccccc3CC2C(=O)O)cc1 (stereo unspecified)	0	2	18	109	4	1.1	-2	1	-4	0.8
N#CC(C#N)=C1NC2(CCCC2)Cc2ccccc21	5	17	4	101	9	0.91	-17	1.1	-6	1
COc1ccc(N(Cc2cc3cc(OC)ccc3[nH]c2=O)C(=O)c2cccnc2)cc1	12	-3	-8	108	-4	0.5	3	1.1	-9	1.1
O=C(C1=C[C@@H](c2coc3ccccc3c2=O)C[C@@H](OCc2ccc(CO)cc2)O1)N1CCN(Cc2ccc3c(c2)OCO3)CC1	14	18	22	95	-12	0.43	-18	1	1	0.8
O=C(c1cccnc1Nc1ccccc1F)N1CCOCC1	5	4	-2	112	1	1	-4	1.1	-6	1
COC(=O)c1cc(-c2ccccc2)on1	2	-9	3	110	8	1	9	0.9	6	1
C=CCn1c(C)cc(C(=O)CSc2nnc(Cc3ccccc3)o2)c1C	7	1	25	106	8	1.2	-1	1	-4	0.7
Cc1[nH]c(=O)c(C#N)c2c1CSC(C)(C)C2	12	-10	8	96	9	1.1	10	1	-1	0.9
CCOC(=O)N1CCN(C2=Nc3cccc4cccc2c34)CC1	58*	-16	34	102	4	1.2	16	1	4	0.7
COc1cc(C2CC(=O)c3cnc(NC(C)=O)nc3C2)cc(OC)c1OC (stereo unspecified)	2	-13	3	100	8	1.1	13	1.1	-6	1
COCCn1c(COc2ccc(C)cc2)nc2ccccc21	3	-28	11	120	2	1.3	28	0.6	40	0.9
COCCN1C(=O)N[C@@H](CCc2ccccc2)C(C(C)=O)=C1C	15	-3	-22	102	-12	0.97	3	1.1	-7	1.2
CC(C(=O)OCc1nnc(-c2ccccc2)o1)N1C(=O)c2ccccc2C1=O (stereo unspecified)	4	0	0	106	0	1.1	0	1	2	1
CCN(CC)C(=O)NC1CC2CCCC(C1)N2Cc1ccccc1 (stereo unspecified)	3	-17	-4	98	-20	1	17	1	-4	1
c1ccc(Cn2nnc3c(NCC4CCCO4)nc(C4CC4)nc32)cc1 (stereo unspecified)	1	-2	15	88	-11	0.88	3	1.1	-6	0.8
COC(=O)c1c(NC(=O)c2cccnc2)sc(C)c1C	3	10	11	98	-5	0.66	-10	1.1	-6	0.9
Cc1nn(-c2ccccc2)cc1/C=N/NS(=O)(=O)c1ccccc1	4	5	8	93	-1	1.4	-5	1	-1	0.9
Cc1cc(=O)n2[nH]c(-c3ccc(C(C)(C)C)cc3)cc2n1	9	-16	19	106	4	5.1*	16	0.6	40	0.8
S=C(NC1CCCCC1)NN(c1ccccc1)c1ccccc1	9	-26	19	104	-15	0.95	26	1.1	-12	0.8
CCCCOc1ccc(C(=O)NC)cc1	-6	-44	8	100	10	1.7	·	1	-3	0.9
Cc1ccc(C)c(CSc2nnc([C@@H](N)C(C)C)o2)c1	0	8	1	104	-5	1.1	-8	1	-1	1
Cc1cc(-c2ccco2)n(CC(=O)NCc2ccccc2)n1	-6	-3	20	98	-7	1.2	3	1.1	-5	0.8
CCN(CC)C(=O)CC(c1ccc(F)cc1)c1ccc(OC)cc1 (stereo unspecified)	-10	12	16	99	1	0.86	-12	1	0	0.8
SMILES	G6PDH counter	APP 5UTR inh	Diaphorase inh	STAT1 activator	TLR4 MyD88 comp	NF-kB neuron act	APP 5'UTR act	FLuc stim CS	FLuc inhib CS	Diaph act CS
Cc1cccc(N2CCN(C(=S)Nc3ccc4nc(N5CCOCC5)cc(C)c4c3)CC2C)c1 (stereo unspecified)	4	-1	9	111	-5	0.81	1	1.1	-5	0.9
CCOc1ccc2[nH]c(=O)c(CN(Cc3nnnn3Cc3ccccc3)CC3CCCO3)cc2c1 (stereo unspecified)	7	2	17	102	12	1	-1	1	0	0.8
CC1CN(S(=O)(=O)c2cccs2)CC(C)O1 (stereo unspecified)	25	2	-2	94	11	1	-2	0.9	9	1
N#C/C(=C/c1ccc2c(c1)OCO2)C(=O)NCCc1c[nH]c2ccccc12	-44	-14	4	94	-1	0.96	14	1.1	-9	1
CC1CCN(S(=O)(=O)c2ccc(C(=O)OCc3ccc4c(c3)OCO4)cc2)CC1	6	-3	0	102	3	1	3	1	-2	1
COc1cc(NS(=O)(=O)c2ccc(NC(=O)COc3ccc(C)cc3)cc2)nc(OC)n1	10	0	28	95	6	1	0	1	0	0.7
Cn1cccc1/C=C1\CCc2ccccc2C1=O	11	-167	45	46	-18	5.9*	167*	0.3	70*	0.5
CCOc1ccc(N(CC(=O)NC(C)CC)S(=O)(=O)c2c(C)noc2C)cc1 (stereo unspecified)	5	·	2	95	-11	1	·	1.1	-7	1
O=C1CC(c2cccc(Cl)c2)c2cc3c(cc2N1)CCC3 (stereo unspecified)	5	34	22	95	8	0.88	-34	1	-2	0.8
O=C(O)c1ccccc1C1=Nc2ccc(O)cc2Oc2cc(O)ccc21	11	11	8	96	-5	1.1	-11	1.1	-10	0.9
CC(C)c1ccc(/C=C/C(=O)NCCCc2ccccc2)cc1	0	12	7	109	-13	1	-12	1	1	0.9
Cc1cc(NC(=O)CSc2nnc(CNc3cccc(C(F)(F)F)c3)n2Cc2ccco2)no1	7	4	3	92	-8	1.4	-4	1.1	-13	1
CCOC(=O)c1[nH]c2ccc(OC)cc2c1NC(C)=O	6	-9	-5	104	7	1	9	1	-1	1.1
CN1C(=O)c2cccc(N(C)C)c2C1=O	7	1	-1	100	3	1.2	-1	1	-3	1
COc1cc(CN2CCN(CCOCCO)CC2)cc(OC)c1OC	1	5	13	100	-3	1.2	-5	1.1	-6	0.9
COc1ccc(NC(=O)Nc2ncccc2C)cc1	-2	-12	14	139*	0	1.9	13	0.7	28	0.9
CCc1ccc(NC(=O)Cn2cnc3c(=O)n(C)c(=O)n(C)c32)cc1	3	-6	20	100	1	1.3	6	1	-1	0.8
O=C1CCCN1CCCNCC(=O)N1c2ccccc2Sc2ccccc21	9	-20	19	96	-3	1.2	20	1	-5	0.8
COc1ccc(NC(=S)N2N=CCC2c2ccccc2)cc1 (stereo unspecified)	-2	-180	16	135*	-5	3.9*	180*	0.3	65*	0.8
Nc1ccc(C(=O)c2ccc3c(c2)OCCO3)cc1N	·	-13	·	92	-12	·	13	·	·	·
CCOc1ccc(NC(=O)CN(C)CC(=O)Nc2ccccc2C#N)cc1OCC	-3	8	13	97	1	0.73	-7	1.1	-8	0.9
C=CCn1cc(C(=O)NCc2ccc(Cl)cc2)c(=O)c2cc(S(=O)(=O)N(CC)CC)ccc21	10	-5	21	99	7	0.69	5	1.1	-8	0.8
Cc1ccc(N2CCN(c3ccc(C)cc3)C(CC(=O)O)C2=O)cc1 (stereo unspecified)	-1	10	7	106	-1	1.2	-10	1	0	0.9
CCCn1c(CC)nc([N+](=O)[O-])c1Sc1ccc(C)cc1	5	10	10	88	0	1.2	-10	1	1	0.9
CC1=C(C(=O)c2ccccc2)C(c2ccc(N3CCOCC3)cc2)NC(=O)N1 (stereo unspecified)	4	-36	-2	97	5	0.97	36	1	-3	1

Profiles from above:
`CCOc1ccc(NC(=O)CN(C)CC(=O)Nc2ccccc2C#N)cc1OCC` as listed: G6PDH counter: -3; APP 5UTR inh: 8; Diaphorase inh: 13; STAT1 activator: 97; TLR4 MyD88 comp: 1; NF-kB neuron act: 0.73; APP 5'UTR act: -7; FLuc stim CS: 1.1; FLuc inhib CS: -8; Diaph act CS: 0.9
`O=C1CCCN1CCCNCC(=O)N1c2ccccc2Sc2ccccc21` as listed: G6PDH counter: 9; APP 5UTR inh: -20; Diaphorase inh: 19; STAT1 activator: 96; TLR4 MyD88 comp: -3; NF-kB neuron act: 1.2; APP 5'UTR act: 20; FLuc stim CS: 1; FLuc inhib CS: -5; Diaph act CS: 0.8

Continued.
SMILES	G6PDH counter	APP 5UTR inh	Diaphorase inh	STAT1 activator	TLR4 MyD88 comp	NF-kB neuron act	APP 5'UTR act	FLuc stim CS	FLuc inhib CS	Diaph act CS
O=C(CN1C(=O)/C(=C\C=C\c2ccccc2)SC1=S)Nc1ccc(F)cc1	20	-11	15	99	-13	1.1	11	1	-1	0.9
O=c1nc2ccccc2c(NS(=O)(=O)c2ccccc2)n1-c1ccccc1	6	-12	0	99	-1	1.1	12	1	5	1
Cc1cccc(Oc2ncnc3onc(C)c23)c1C	2	2	11	100	1	1.6	-2	1	-4	0.9
C=CCN1C(=O)C(CC(=O)Nc2ccc(OCC)cc2)N(Cc2ccccn2)C1=S (stereo unspecified)	5	-19	-5	102	-13	0.81	19	1	0	1
C/C(=C/CCC(C)[C@H]1CC[C@@]2(C)C3=C(CC[C@]12C)[C@@]1(C)CCC(=O)C(C)(C)[C@@H]1CC3)C(=O)O (stereo partly specified)	15	17	10	96	-6	0.22	-17	1	-2	0.9
O=C(CN(CCc1ccccc1)C(=O)CNS(=O)(=O)c1ccc(F)cc1)NCC1CCCO1 (stereo unspecified)	5	-8	13	86	-13	1.2	8	1.1	-7	0.9

Three of the entries above in order of the NF-kB neuron act value, largest number first.
compound	NF-kB neuron act
Cc1cccc(Oc2ncnc3onc(C)c23)c1C	1.6
O=C(CN(CCc1ccccc1)C(=O)CNS(=O)(=O)c1ccc(F)cc1)NCC1CCCO1 (stereo unspecified)	1.2
O=C(CN1C(=O)/C(=C\C=C\c2ccccc2)SC1=S)Nc1ccc(F)cc1	1.1

Taken from above.
Entry for `C=CCN1C(=O)C(CC(=O)Nc2ccc(OCC)cc2)N(Cc2ccccn2)C1=S` (stereo unspecified) in FLuc inhib CS: 0
Entry for `C/C(=C/CCC(C)[C@H]1CC[C@@]2(C)C3=C(CC[C@]12C)[C@@]1(C)CCC(=O)C(C)(C)[C@@H]1CC3)C(=O)O` (stereo partly specified) in APP 5'UTR act: -17
Entry for `O=C(CN(CCc1ccccc1)C(=O)CNS(=O)(=O)c1ccc(F)cc1)NCC1CCCO1` (stereo unspecified) in NF-kB neuron act: 1.2
